NF-kB expr up – NF-kB expression increase, human neuronal cells; fold change at 12.5 µM; actives 1.6% (n = 190,000); NF-kB reporter expression; hits give high values; in the data active = fold change above about 3.3
STAT1 inh – inhibitors of IFN-gamma induced STAT1 signaling; inhibition, % at 5.5 µM; NIH 3T3 STAT1-luciferase reporter, luminescence; actives 0.35% (n = 200,000);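 active = inhibition above a set limit, the mean inhibition across all tested compounds plus 3 SD, cut at about 34% in these data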;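 note: 0% = IFN-gamma with DMSO and 100% = IFN-gamma with 300 µM nifuroxazide; values of inactives mirror those of a sister screen read the other way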
DTT redox prof – compounds producing H2O2 with reducing agent – biochemical, NIH compound library profiling, artefact control for MLSCN library redox annotation, primary screen; activation, % at 10 µM; actives 0.03% (n = 200,000); DTT-dependent redox cycling H2O2, phenol red/HRP absorbance; 100% = 100 µM peroxide control, 0% = buffer;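 active = activation of at least 50% relative to the plate's high and low controls in the primary single-dose screen; inactive = activation below 50%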;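 note: compound incubated with DTT at 0.8 mM final as the reducing agent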
Hsp70 activator – switches on Hsp70 transcription; HeLa Hsp70 promoter luciferase reporter, luminescence; scaled: vehicle 0, proteasome-inhibitor control 100%; activation, % at 10 µM; actives 0.04% (n = 200,000); AID 1203;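 active = activation above the mean across all tested compounds plus 3 SD, cutoff set per campaign, cut at about 5.5% in these data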;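 note: 100% = MG132 at 30 µM as the positive control and 0% = DMSO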
HMGR II inh – inhibitors of class II HMG-CoA reductase from Enterococcus faecalis | purified E. faecalis HMGR, NADPH absorbance 340 nm kinetic | actives 0.41% (n = 190,000) | inhibition, % at 10 µM;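 active = inhibition above a set limit, the median over all tested compounds plus 3 SD, cut at about 9.5% in these data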;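 note: enzyme runs in reverse so mevalonate oxidation gives rising NADPH absorbance; 0% = complete reaction with DMSO and 100% = background rate lacking mevalonate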
STAT1 act – STAT1 signaling activation | actives 2.6% (n = 200,000) | NIH 3T3 STAT1-luciferase reporter, IFN-gamma, luminescence; 100% = IFN-gamma alone, no compound | activation (% of control), % at 5.5 µM;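 active = activation above the screen-wide mean activation plus 3 SD, cut at about 130% in these data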;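 note: raw ratio to IFN-gamma control signal so 100% means no change and 0% no light; values of inactives mirror those of a sister screen read the other way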
TLR4 MyD88 comp – inhibitors of human TLR4-MyD88 binding. HeLa CL3-4 TLR4/MyD88 BLA complementation, FRET ratio. inhibition, % at 8.4 µM. actives 0.18% (n = 200,000); in the data active = inhibition above about 25%;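 note: 0% = vehicle and 100% = reference inhibitor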
Target sequence (O00206 whole entry, looked up): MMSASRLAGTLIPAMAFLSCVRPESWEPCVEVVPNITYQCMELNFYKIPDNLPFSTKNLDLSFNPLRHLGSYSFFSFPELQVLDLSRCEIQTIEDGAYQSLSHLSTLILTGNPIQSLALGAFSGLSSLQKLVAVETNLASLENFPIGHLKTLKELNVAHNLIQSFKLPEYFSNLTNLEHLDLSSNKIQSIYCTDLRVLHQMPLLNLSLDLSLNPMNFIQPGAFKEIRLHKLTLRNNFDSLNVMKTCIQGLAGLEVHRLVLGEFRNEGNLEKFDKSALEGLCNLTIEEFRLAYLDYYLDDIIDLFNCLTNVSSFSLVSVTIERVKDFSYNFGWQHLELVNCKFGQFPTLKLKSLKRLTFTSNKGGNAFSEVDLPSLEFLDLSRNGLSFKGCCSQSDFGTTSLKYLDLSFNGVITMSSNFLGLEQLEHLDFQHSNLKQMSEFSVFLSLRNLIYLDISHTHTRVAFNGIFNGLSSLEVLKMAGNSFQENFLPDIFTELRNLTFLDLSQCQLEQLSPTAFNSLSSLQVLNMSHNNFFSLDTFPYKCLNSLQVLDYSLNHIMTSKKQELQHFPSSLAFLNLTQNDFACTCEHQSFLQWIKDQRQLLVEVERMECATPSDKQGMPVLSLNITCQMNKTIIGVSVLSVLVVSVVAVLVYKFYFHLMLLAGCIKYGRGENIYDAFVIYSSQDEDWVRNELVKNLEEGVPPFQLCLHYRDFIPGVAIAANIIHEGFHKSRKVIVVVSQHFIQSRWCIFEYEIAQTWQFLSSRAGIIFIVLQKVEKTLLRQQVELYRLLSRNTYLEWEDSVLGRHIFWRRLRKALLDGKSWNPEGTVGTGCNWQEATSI
Target sequence (Q99836 whole entry, looked up): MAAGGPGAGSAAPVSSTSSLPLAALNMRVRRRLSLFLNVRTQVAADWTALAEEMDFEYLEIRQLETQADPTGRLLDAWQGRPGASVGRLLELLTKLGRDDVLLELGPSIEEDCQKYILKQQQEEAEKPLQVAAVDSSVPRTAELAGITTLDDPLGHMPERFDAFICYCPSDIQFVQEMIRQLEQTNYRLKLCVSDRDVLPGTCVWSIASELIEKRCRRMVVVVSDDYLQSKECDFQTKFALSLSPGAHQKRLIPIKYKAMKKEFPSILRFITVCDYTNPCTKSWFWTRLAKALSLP
STAT3 act – STAT3 signaling activation; AID 871; activation (% of control), % at 5.6 µM; actives 0.91% (n = 190,000); U3A cells, IL-6 STAT3-luciferase reporter, luminescence; 100% = signal with IL-6 EC80 alone;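 active = activation above the screen-wide mean of compound activation plus 3 SD, cut at about 130% in these data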;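 note: 0% = background luminescence of wells with medium and substrate only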
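System – human U3A cells carrying STAT3-luciferase construct · Probe or stimulus – Interleukin-6, 33 ng/mL · Schedule – compound 1 h, then IL-6 6 h at 37 °C · Signal – luminescence from STAT3-driven luciferase reporter · Evaluation – percent of IL-6-only median luminescence · Benchmarks – IL-6-only high control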
APP 5'UTR act – APP 5'UTR luciferase reporter activation; activation, % at 2 µM; actives 1% (n = 190,000); SH-SY5Y APP 5'UTR luciferase reporter, luminescence; zero percent = DMSO vehicle wells;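 active = activation above a set limit, based on mean plus 3 SD of controls, cut at about 140% in these data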; note: values of inactives mirror those of a sister screen read the other way
STAT3 inh – STAT3 signaling inhibition. actives 0.89% (n = 190,000). U3A cells, IL-6 STAT3-luciferase reporter, luminescence; host cell line lacks STAT1. AID 862. inhibition, % at 5.5 µM;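 active = inhibition above the mean inhibition across all screened compounds plus 3 SD, cut at about 44% in these data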;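 note: 0% = DMSO only wells and 100% = 100 µM nifuroxazide control wells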
The depositor's hits bear a star.

For COc1ccc(N=C2CCS(=O)(=O)c3sccc32)cc1 the results were NF-kB expr up 1.39, STAT1 inh -16.3, DTT redox prof -0.1, Hsp70 activator -0.3, HMGR II inh 5.6, STAT1 act 113.7, TLR4 MyD88 comp -3.0, STAT3 act 107.0, APP 5'UTR act 21.6 and STAT3 inh -7.0.
`Cc1ccc(OCC(=O)NNC(=O)CCC(=O)Nc2ccc(C)cc2C)cc1` gave NF-kB expr up 0.92, STAT1 inh 0.9, DTT redox prof 2.2, Hsp70 activator -0.3, HMGR II inh -2.8, STAT1 act 97.0, TLR4 MyD88 comp 4.9, STAT3 act 98.6, APP 5'UTR act 23.0 and STAT3 inh 10.6.
For COc1cccc(NC(=O)C(NCCC(C)C)c2ccccc2)c1 (configuration not stated) the results were NF-kB expr up 0.94, STAT1 inh -6.3, DTT redox prof 0.1, Hsp70 activator -0.2, HMGR II inh 0.6, STAT1 act 105.8, TLR4 MyD88 comp -3.6, STAT3 act 105.7, APP 5'UTR act -6.8 and STAT3 inh -6.5.
N#Cc1nc(-c2ccc(OCc3ccccc3)cc2)oc1NCc1ccco1 was read as NF-kB expr up 1.07, STAT1 inh 6.6, DTT redox prof -0.2, Hsp70 activator -0.3, HMGR II inh -3.0, STAT1 act 94.0, TLR4 MyD88 comp 0.6, STAT3 act 95.0, APP 5'UTR act 0.5 and STAT3 inh 9.8.
For CCOC(=O)CN(Cc1ccccc1)S(=O)(=O)c1ccc(NC(C)=O)cc1 the results were NF-kB expr up 0.96, STAT1 inh -6.8, DTT redox prof 0.5, Hsp70 activator -0.2, HMGR II inh -0.1, STAT1 act 106.2, TLR4 MyD88 comp -9.5, STAT3 act 98.2, APP 5'UTR act -4.8 and STAT3 inh 4.0.
Screening CC(C)c1ccc(/C=C/C(=O)Nc2nc3ccc([N+](=O)[O-])cc3s2)cc1 returned NF-kB expr up 0.97, STAT1 inh 1.1, DTT redox prof 4.4, Hsp70 activator -0.3, HMGR II inh 1.7, STAT1 act 99.0, TLR4 MyD88 comp 9.2, STAT3 act 100.1, APP 5'UTR act -4.4 and STAT3 inh 0.3.
`CC(C)CCNC(=S)Nc1ccccc1F` gave NF-kB expr up 1.17, STAT1 inh 8.7, DTT redox prof 0.3, Hsp70 activator -0.1, HMGR II inh -9.8, STAT1 act 92.3, TLR4 MyD88 comp -14.0, STAT3 act 101.1, APP 5'UTR act -6.7 and STAT3 inh -3.9.
CCCCN(CCCC)C(=O)C1CC=CCC1C(=O)O (configuration not stated) was read as NF-kB expr up 0.98, STAT1 inh -6.6, DTT redox prof 0.2, Hsp70 activator -0.4, HMGR II inh -3.6, STAT1 act 105.0, TLR4 MyD88 comp 3.0, STAT3 act 92.6, APP 5'UTR act 4.7 and STAT3 inh 12.3.
`N#Cc1c(NC(=O)CSc2nc(N)cc(=O)[nH]2)sc2c1CCCCCC2` gave NF-kB expr up 1.01, STAT1 inh 6.2, DTT redox prof 1.9, Hsp70 activator -0.3, HMGR II inh -1.6, STAT1 act 94.3, TLR4 MyD88 comp 4.5, STAT3 act 64.6, APP 5'UTR act -0.8 and STAT3 inh 43.2.
For COc1cc(/C=C/C(=O)OCC(=O)NCc2ccco2)cc(OC)c1OC the results were NF-kB expr up 1.51, STAT1 inh 8.2, DTT redox prof 0.6, Hsp70 activator -0.1, HMGR II inh 1.2, STAT1 act 92.8, TLR4 MyD88 comp 1.8, STAT3 act 101.3, APP 5'UTR act -13.6 and STAT3 inh 1.2.
O=C(CCc1ccccc1)NC(=S)Nc1cc(C(F)(F)F)ccc1N1CCOCC1 was read as NF-kB expr up 0.98, STAT1 inh 4.8, DTT redox prof 0.5, Hsp70 activator -0.3, HMGR II inh -3.4, STAT1 act 95.7, TLR4 MyD88 comp 2.6, STAT3 act 95.4, APP 5'UTR act -14.2 and STAT3 inh 16.5.
Screening CCOC(=O)Cn1c(=O)c2c(nc(N3CCCCC3)n2C)n(C)c1=O returned NF-kB expr up 1.25, STAT1 inh 1.2, DTT redox prof 2.3, Hsp70 activator -0.3, HMGR II inh -5.6, STAT1 act 98.9, TLR4 MyD88 comp 4.3, STAT3 act 104.5, APP 5'UTR act 7.9 and STAT3 inh -2.4.
NC(=O)C1CCN(c2oc(-c3ccccc3F)nc2S(=O)(=O)c2ccc(Cl)cc2)CC1 was read as NF-kB expr up 1.35, STAT1 inh -0.3, DTT redox prof 1.6, Hsp70 activator -0.2, HMGR II inh -3.3, STAT1 act 100.3, TLR4 MyD88 comp -5.4, STAT3 act 100.2, APP 5'UTR act -6.0 and STAT3 inh 3.5.
COc1cccc2c1NC(C(=O)O)C1CC=CC21 (configuration not stated) was read as NF-kB expr up 1.25, STAT1 inh -3.5, DTT redox prof 1.9, Hsp70 activator -0.5, HMGR II inh 7.7, STAT1 act 103.1, TLR4 MyD88 comp -10.2, STAT3 act 101.7, APP 5'UTR act -5.5 and STAT3 inh 3.4.
`CCc1c(C)nc2c(C)cccc2c1SCCC#N` gave NF-kB expr up 1.1, STAT1 inh 3.6, DTT redox prof 0.6, Hsp70 activator -0.1, HMGR II inh -4.9, STAT1 act 95.0, TLR4 MyD88 comp 8.9, STAT3 act 99.3, APP 5'UTR act 15.0 and STAT3 inh 3.0.
`CCOC(=O)CC1(C)NC(=O)c2c(C)sc(C(=O)OCC)c2N1` (configuration not stated) gave NF-kB expr up 0.84, STAT1 inh 4.1, DTT redox prof -0.1, Hsp70 activator -0.1, HMGR II inh 3.6, STAT1 act 96.2, TLR4 MyD88 comp 7.1, STAT3 act 106.5, APP 5'UTR act -18.0 and STAT3 inh -3.0.
CO/N=C/c1c(-c2ccccc2)nn(C)c1Cl was read as NF-kB expr up 1.05, STAT1 inh -8.9, DTT redox prof -0.3, Hsp70 activator -0.1, HMGR II inh -2.5, STAT1 act 107.2, TLR4 MyD88 comp 0.2, STAT3 act 94.1, APP 5'UTR act -5.7 and STAT3 inh 8.7.
For Cc1ccc(NC(=O)CN(C)CC(=O)Nc2ccccc2C#N)cc1 the results were NF-kB expr up 1.46, STAT1 inh 3.4, DTT redox prof -0.2, Hsp70 activator -0.1, HMGR II inh 1.4, STAT1 act 95.0, TLR4 MyD88 comp -6.4, STAT3 act 115.6, APP 5'UTR act 1.1 and STAT3 inh -7.9.
For COC(=O)c1ccccc1NC(=O)Nc1cc(C)cc(C)n1 the results were NF-kB expr up 0.87, STAT1 inh 4.8, DTT redox prof -0.5, Hsp70 activator -0.3, HMGR II inh 0.7, STAT1 act 95.6, TLR4 MyD88 comp 10.7, STAT3 act 93.3, APP 5'UTR act 2.4 and STAT3 inh 11.6.
`Cc1ccc(S(=O)(=O)NC(=O)NC(C)(C)C)cc1` gave NF-kB expr up 1.06, STAT1 inh -1.4, DTT redox prof -2.8, Hsp70 activator -0.1, HMGR II inh -1.5, STAT1 act 102.5, TLR4 MyD88 comp 12.0, STAT3 act 100.3, APP 5'UTR act 10.4 and STAT3 inh 6.2.
`COCCNC(=O)C(c1ccco1)N(C(=O)Cn1nnc2ccccc21)c1ccc(C)cc1C` (configuration not stated) gave NF-kB expr up 1.33, STAT1 inh -4.7, DTT redox prof 1.3, Hsp70 activator -0.2, HMGR II inh 0.0, STAT1 act 104.3, TLR4 MyD88 comp 1.4, STAT3 act 98.8, APP 5'UTR act 4.6 and STAT3 inh 5.6.
Screening CCc1cccc2c(C(=O)COC(=O)c3ccc([N+](=O)[O-])s3)c[nH]c12 returned NF-kB expr up 1.04, STAT1 inh 24.9, DTT redox prof 3.4, Hsp70 activator -0.3, HMGR II inh -10.3, STAT1 act 77.8, TLR4 MyD88 comp 4.0, STAT3 act 97.8, APP 5'UTR act -1.0 and STAT3 inh 2.5.
For O=C(CCCCCn1c(=O)[nH]c2ccccc2c1=O)N1CCN(Cc2ccc3c(c2)OCO3)CC1 the results were NF-kB expr up 0.65, STAT1 inh 6.5, DTT redox prof 0.0, Hsp70 activator -0.2, HMGR II inh -1.1, STAT1 act 94.0, TLR4 MyD88 comp -0.5, STAT3 act 96.8, APP 5'UTR act 2.4 and STAT3 inh 8.9.
`O=C1N/C(=C/c2cccn2-c2ccccc2)C(=O)N1Cc1ccc(F)cc1` gave NF-kB expr up 1.03, STAT1 inh 2.1, DTT redox prof -0.1, Hsp70 activator -0.5, HMGR II inh 0.8, STAT1 act 98.2, TLR4 MyD88 comp -22.9, STAT3 act 94.6, APP 5'UTR act 3.6 and STAT3 inh 9.2.
For Cn1c(SCC(=O)NC2CCCCCC2)nnc1-c1cccs1 the results were NF-kB expr up 0.88, STAT1 inh 2.0, DTT redox prof -0.2, Hsp70 activator -0.3, HMGR II inh -1.5, STAT1 act 97.1, TLR4 MyD88 comp 4.4, STAT3 act 86.3, APP 5'UTR act 59.6 and STAT3 inh 22.1.
`O=C(CSc1nnnn1-c1ccccc1)Nc1ncc(Cc2cccc(Cl)c2Cl)s1` gave NF-kB expr up 0.96, STAT1 inh -5.6, DTT redox prof -0.3, Hsp70 activator -0.4, HMGR II inh -3.8, STAT1 act 105.0, TLR4 MyD88 comp -6.6, STAT3 act 101.5, APP 5'UTR act 13.6 and STAT3 inh -1.0.
COc1ccc(-c2nc(NC(=O)c3cc(C(C)(C)C)nn3C)sc2C)cc1 was read as NF-kB expr up 0.53, STAT1 inh 15.5, DTT redox prof 2.0, Hsp70 activator -0.1, HMGR II inh -0.6, STAT1 act 85.8, TLR4 MyD88 comp -4.7, STAT3 act 93.3, APP 5'UTR act 4.0 and STAT3 inh 10.4.
Screening O=C(NCCc1ccccc1)c1n[nH]c(=O)c2ccccc12 returned NF-kB expr up 1.46, STAT1 inh -16.7, DTT redox prof 0.1, Hsp70 activator 0.3, HMGR II inh -7.8, STAT1 act 115.6, TLR4 MyD88 comp 3.0, STAT3 act 103.1, APP 5'UTR act 10.7 and STAT3 inh 2.3.
COc1cc(C(=O)O)cc(OC)c1OCc1cc(C(=O)O)oc1C was read as NF-kB expr up 0.92, STAT1 inh -3.5, DTT redox prof 2.5, Hsp70 activator -0.2, HMGR II inh 0.0, STAT1 act 103.2, TLR4 MyD88 comp -6.1, STAT3 act 98.5, APP 5'UTR act -2.6 and STAT3 inh 10.5.
COc1ccc(-c2nncnn2)cc1 was read as NF-kB expr up 1.08, STAT1 inh -4.9, DTT redox prof -2.0, Hsp70 activator -0.3, HMGR II inh -0.6, STAT1 act 104.5, TLR4 MyD88 comp 6.4, STAT3 act 106.0, APP 5'UTR act 0.5 and STAT3 inh -4.6.

Compound activity deposited in PubChem BioAssay by several laboratories.
